High-throughput results as filed in PubChem BioAssay.
EBV LMP1 NFkB: inhibitors of Epstein-Barr LMP1-induced NF-kappaB reporter; LMP1-induced NF-kappaB luciferase reporter cells, luminescence; inhibition, % at 12.5 µM; actives 0.69% (n = 350,000); AID 504558; in the data active = inhibition above about 41%;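 note: 0% = neutral control wells and 100% = reference inhibitor control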
SRC2 inh: inhibits human steroid receptor coactivator 2 | Q15596 | HEK293 GAL4-SRC2 luciferase reporter, luminescence | inhibition, % at 9 µM | actives 0.17% (n = 370,000);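 active = inhibition above the mean inhibition of all tested compounds plus 3 SD, set per campaign, cut at about 52% in these data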;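 note: 0% = DMSO treated cells and 100% = cells given Gossypol at 36 µM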
C8 TRAIL sens: sensitizes caspase-8 expressing cells to TRAIL. NB7+C8 cells + TRAIL, ATPlite viability luminescence. inhibition (viability loss, TRAIL sensitization), % at 10 µM. AID 624354. actives 1% (n = 360,000);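 active = compounds causing at least 50% loss of cell viability in the single-dose screen, relative to plate controls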
COUP-TFII inh: inhibitors of human COUP-TFII (NR2F2). P24468. HEK293T NGFI-A luciferase reporter, luminescence. inhibition, % at 8.6 µM. actives 0.7% (n = 370,000). AID 686940;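 active = inhibition above a per-plate cutoff, mean inhibition of test wells between control levels plus 3 SD, cut at about 38% in these data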;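 note: cells cotransfected with COUP-TFII expression vector driving the NGFI-A reporter; 0% = median of COUP-TF2 test wells and 100% = reporter-only cells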
TLR9-MyD88 inh: inhibitors of human TLR9-MyD88 binding; Q9NR96+Q99836; CHO BLA complementation TLR9-MyD88, CCF4 FRET ratio; inhibition, % at 4.98 µM; actives 0.21% (n = 340,000); AID 504734;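 active = inhibition above the mean over all tested compounds plus 3 SD, cut at about 21% in these data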;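 note: 0% = DMSO only wells and 100% = clavulanate BLA inhibitor control wells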
NOD2 RIPK2 PPI: NOD2-RIPK2 protein interaction inhibition; O43353; CHO BLA complementation NOD2-RIPK2, CCF4 ratio; inhibition, % at 4.98 µM; actives 0.38% (n = 360,000); in the data active = inhibition above about 21%;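 note: 0% = vehicle only and 100% = reference blocker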
SRC1 inh: inhibits human SRC1 coactivator | Q15788 | HEK293 GAL4-SRC1 luciferase reporter, luminescence | inhibition, % at 3.6 µM | actives 0.12% (n = 360,000) | AID 588354;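 active = inhibition above the campaign mean plus 3 SD, with each screening campaign given its own cutoff, cut at about 60% in these data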;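 note: 0% = DMSO treated cells and 100% = gossypol at 36 µM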
LRH-1 inv ag: inverse agonists of human LRH-1 (NR5A2); actives 0.13% (n = 360,000); O00482; HEK293T StAR-luciferase reporter, LRH-1 transfected, 24 h; inhibition, % at 3.6 µM;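 active = inhibition above the mean inhibition of all tested compounds plus 3 SD, cut at about 73% in these data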;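 note: 0% = DMSO wells and 100% = reporter-only cells lacking LRH-1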
TWEAK-Fn14 inh: inhibitors of TWEAK-Fn14 interaction signaling; TWEAK-stimulated Fn14 reporter cells, luciferase luminescence, 8 h; inhibition, % at 10 µM; actives 2% (n = 360,000); in the data active = inhibition above about 50%
TROY NFkB inh: TROY signaling inhibition | actives 0.98% (n = 360,000) | inhibition, % at 10 µM | Q293 LMP1-TROYcd NF-kB luciferase reporter, 4 h;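 active = compounds whose plate-normalised and pattern-corrected inhibition of the luciferase reporter signal at the single screening dose is 50% or more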
SRC3 inh: inhibitors of human steroid receptor coactivator 3 (SRC3). Q9Y6Q9. HEK293 GAL4-SRC3 luciferase reporter, luminescence. inhibition, % at 3.6 µM. actives 0.17% (n = 360,000);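 active = inhibition above a per-campaign cutoff, the mean of all compounds plus 3 SD, cut at about 60% in these data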;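 note: 0% = DMSO-treated cells and 100% = gossypol-treated cells at 36 µM; higher means less SRC3-driven luciferase light from the GAL4 reporter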
The depositor's hits bear a star; nt = no result given. A portion of the library; rates above refer to the full screens.

Results follow in this order: EBV LMP1 NFkB, SRC2 inh, C8 TRAIL sens, COUP-TFII inh, TLR9-MyD88 inh, NOD2 RIPK2 PPI, SRC1 inh, LRH-1 inv ag, TWEAK-Fn14 inh, TROY NFkB inh, SRC3 inh
> COC(=O)C1CCN(c2cnccn2)CC1
→ -3, 12, 7, 4, -1, 6, 1, -17, -7, -9, 31
> COc1ccccc1NC(=O)NNC(=O)CCN1CCOCC1
→ 0, -13, 5, 0, -2, -15, -3, -5, 10, 2, -10
> COc1ccc(C2CC(=O)C=C(O)C2)cc1 (configuration not stated)
→ 0, 3, 16, 3, 1, -1, -10, 13, 5, -11, -9
> Cc1cc(C)c(S(=O)(=O)N2CCOC2CNC(=O)C(=O)NCCc2c[nH]c3ccccc23)c(C)c1 (configuration not stated)
→ -8, 13, -16, 5, -2, -1, -2, -5, 16, 9, -1
> NS(=O)(=O)c1ccc(CNC(=O)CCCSc2ccccc2)cc1
→ -3, 5, -8, -16, 7, -7, 4, 16, 15, -13, -32
> N#Cc1c(NC(=O)CN2CCOCC2)oc(-c2ccccc2)c1-c1ccccc1
→ 2, 11, 5, 8, -2, -2, -1, -7, 13, 17, 0
> CCCCNc1nc2ccccc2n1CC(=O)N1CCc2ccccc2C1
→ -2, 13, 1, -7, -2, 10, -9, -1, -11, -2, 7
> CCCC(=O)Nc1ncnc2c1ncn2[C@@H]1O[C@@H]2OP(=O)(O)OC[C@H]2[C@H]1OC(=O)CCC
→ 1, -13, -1, 1, 9, -15, -15, 31, -4, -14, -14
> COc1ccccc1CNC(=O)CSc1nn2c(=O)c(C(C)(C)C)nnc2s1
→ -10, -10, 0, 7, 14, -3, 11, -1, 13, 8, 16
> CCOc1ccc(-c2ncncc2-c2ccc(OC)cc2)c(O)c1
→ -1, 11, -10, 20, -12, -2, 5, 9, 0, -15, 32
> Cc1nn(CCc2n[nH]c(=S)n2C)c(C)c1Br
→ 4, 7, -15, 13, -3, 6, 5, 3, -8, -12, 11
> CNC(=O)c1snnc1-c1ccccc1
→ 2, 20, -5, -17, -11, -6, 3, 17, -5, 7, 16
> COc1cc(-c2nnc(NC(=O)c3ccco3)o2)cc(OC)c1OC
→ -2, -28, -5, -6, -2, -30, 5, 6, 3, 8, 0
> CC(=O)Nc1ccc(/C(C)=N/NC(=O)c2ccncc2)cc1
→ 2, -24, -7, -17, 7, 6, -13, -18, -18, -6, -24
> COC(=O)Cc1ccccc1NS(=O)(=O)c1ccc(C)cc1
→ nt, -4, -2, -14, nt, -4, nt, 2, nt, nt, nt
> Nc1nc(-c2ccc3c(c2)OCCO3)cs1
→ -17, -61, 11, -47, 1, -1, -95, -72, -29, 50, -52
> Cc1ccc(NC(C(=O)c2ccccc2)c2ccccc2)cc1 (configuration not stated)
→ 26, -6, 11, 9, 0, -2, -53, 6, 3, -17, -9
> CC1CCN(C(=O)COC(=O)c2ccc3c(c2)OCO3)CC1
→ -8, -62, -7, -47, 7, 1, -49, -66, 7, -30, -33
> O=S(Cc1cc(Oc2ccccc2)nc(-c2ccccc2)n1)c1ccccc1 (configuration not stated)
→ 10, 38, -3, 26, -8, 8, 4, -15, -30, 3, 16
> O=C1/C(=C\Nc2ccc(OC(F)(F)F)cc2)CCN1c1ncccn1
→ -14, -12, -7, -2, -4, -4, 10, -5, -25, -8, -7
> Cc1ccc(NC(=O)COc2ccccc2)cc1Cl
→ -3, nt, 20, nt, 4, -2, -26, -30, -28, -41, -34
> COc1ccc(S(=O)(=O)N2CCCCCC2)cc1C(=O)Nc1cc(C)ccn1
→ -3, 11, 13, -21, -8, 1, -3, 9, 29, 6, -6
> CC(C)(CC(=O)O)CC(=O)NCc1c(Cl)cccc1Sc1ccc(Cl)cc1
→ nt, 5, -3, -1, nt, -1, -21, 3, 5, 5, 2
> COc1ccc(/C=N/NC(=O)c2ccccc2O)cc1Cn1cc([N+](=O)[O-])cn1
→ 8, -2, -6, -9, -9, 1, -17, -12, 3, -19, -2
> CC(=O)N1CCCc2cc(S(=O)(=O)N3CCCC(C(=O)N4CCN(c5cccc(Cl)c5)CC4)C3)ccc21 (configuration not stated)
→ 42*, 44, 36, 77*, 0, 1, 34, 33, 88*, 54*, 42
> CCCNC(=O)NC(=O)CSc1ccc2c(c1)OCCO2
→ -3, 12, 1, 14, 10, -9, -15, 12, 3, 2, -8
> COCCN(C(=O)c1csnn1)C(C(=O)NC1CCCCC1)c1sccc1C (configuration not stated)
→ 3, -11, -20, 6, -6, 1, -5, 5, -14, 3, -15
> Cc1nc(C)c(C(=O)N/N=C/c2cn(C)c3ccccc23)s1
→ 3, -5, 18, -20, -12, -6, -3, 2, 7, 4, -13
> COCCSc1ncnc2c1oc1nc3c(cc12)COC(C)(C)C3
→ -11, -30, -2, 8, 1, -2, -36, -4, -17, -54, -23
> Cc1ccc(-c2cc(C(=O)Nc3cc(C)on3)no2)cc1
→ -19, 22, 7, -6, -13, -6, -15, 4, -60, -49, 0
> COc1cc(/C=C/C(=O)NNc2c(F)c(F)cc(F)c2F)ccc1OC(F)F
→ 11, nt, 9, nt, -9, -4, -11, -3, -28, 15, -6
> NC(=O)N/N=C/c1cc(Br)ccc1OC(=O)c1ccccc1
→ -6, -8, -3, -14, 6, -8, -8, -2, 29, 21, -3
> O=[N+]([O-])c1ccccc1S(=O)(=O)Nc1cccc(-c2ccc(N3CCCC3)nn2)c1
→ -9, -22, 16, 1, 9, 6, -44, -47, -30, -13, -18
> O=C(N/N=C/c1sc(N2CCOCC2)nc1-c1ccccc1)c1ccccc1O
→ 10, -28, 14, 7, 0, 6, -4, -20, 25, 22, -2
> Cc1cccc(CSc2nnc(C)c(=O)n2N)c1
→ -5, 2, 10, -4, 3, -13, 2, -10, 16, -16, 28
> Cn1ncc([N+](=O)[O-])c1C(=O)Nc1nc2ccccc2n1CCN1CCCCC1
→ 2, -11, -3, 3, -1, -5, -8, 9, -3, -20, -10
> Cc1cc(C)n2c(Nc3ccc4c(c3)OCCO4)c(-c3ccccn3)nc2n1
→ nt, -1, -10, -13, nt, -5, nt, -17, 48, 25, nt
> N=C1/C(=C/c2ccc(OCc3ccccc3F)cc2)C(=O)N=C2SC(CC(=O)N3CCOCC3)=NN12
→ nt, -21, -6, -11, 1, -4, -25, 5, -8, -46, -9
> COC(=O)c1ccc(SCC(=O)NC2CCCCC2)c([N+](=O)[O-])c1
→ -3, -6, 13, -7, -9, -9, -5, -2, -27, -19, 19
> C=CCOc1cccc(/C=N/NC(=O)C(OC)c2ccccc2)c1 (configuration not stated)
→ 5, -6, -3, -14, -6, -9, -6, 0, -7, -1, -19
> CC(/C=C/c1ccccc1)=N\Nc1ccccc1[N+](=O)[O-]
→ -32, 7, -5, 18, 2, 5, -12, -5, -18, -59, -8
> O=C(NCc1nc2ccccc2[nH]1)C1=C[C@H](c2csc3ccccc23)C[C@H](OCc2ccc(CO)cc2)O1
→ 6, -15, 13, 1, -10, 8, 1, 5, 55*, 22, -9
> CCOc1ccc(NC(=O)COC(=O)Cc2ccsc2)cc1
→ -2, -10, -5, -9, 0, -3, -8, -1, -7, -9, -12
> O=C1NC(=O)/C(=C/c2ccccc2Oc2ccc(Cl)cc2)S1
→ -2, -18, 0, -14, 0, -2, -7, 9, -15, 33, -6
> CN(C(=O)CSc1nnc(C2CC2)n1-c1ccccc1)C1CCS(=O)(=O)C1 (configuration not stated)
→ -2, 7, -13, 6, -3, 1, 7, 4, 4, -7, 22
> O=C(Nc1ccc(C(=O)N2CCOCC2)cc1)c1ccccc1[N+](=O)[O-]
→ 2, -8, 7, -7, -5, -12, -10, 14, 9, -18, 11
> CC(=O)Oc1ccc2nc(/C=C/c3ccc(C=O)cc3)oc(=O)c2c1
→ 6, -7, 11, -3, 16, 3, 6, 1, 7, 8, -3
> O=C(CCCc1ccccn1)c1ccccc1
→ 27, -20, -11, -37, -9, -13, -70, -149, 84*, 43, -67
> O=C(NNC(=O)c1ccccc1Cl)c1ccc2c(=O)n3c(nc2c1)CCC3
→ -4, -7, 8, -7, -4, -11, -13, -35, 10, -8, -9
> COc1ccccc1N(C)S(=O)(=O)c1ccc(C(=O)OCC(=O)NCCC2=CCCCC2)cc1
→ -1, 12, -4, 11, -3, -12, -6, 5, 54*, 31, 3

The listing continues:
Results follow in this order: EBV LMP1 NFkB, SRC2 inh, C8 TRAIL sens, COUP-TFII inh, TLR9-MyD88 inh, NOD2 RIPK2 PPI, SRC1 inh, LRH-1 inv ag, TWEAK-Fn14 inh, TROY NFkB inh, SRC3 inh
> COc1ccccc1CNC(=O)CCNC(=O)Cn1cnc2ccccc2c1=O
→ -6, -14, 1, -1, 1, 3, 8, 1, 7, -4, 14
> CN1C(=O)C(CC(=O)Nc2ccc(F)cc2)N(NC(=O)c2cccc(F)c2)C1=S (configuration not stated)
→ 0, -1, 0, 1, -6, -1, 1, -10, 9, 0, 12
> CCOc1ccc2nc(NC(=O)CS(=O)(=O)c3ccc(C)cc3)sc2c1
→ -1, -7, -8, -1, 2, -5, -31, -7, -6, -34, 1
> O=C(CN1CCOc2ccccc21)NCc1ccco1
→ 3, -10, -10, -2, -5, -2, 1, -16, 10, -10, -10
> CCOc1ncccc1C(=O)OCC(=O)Nc1ccc(S(=O)(=O)N2CCCC2)cc1
→ 3, -10, -2, -4, -2, -12, -5, 10, 13, 6, -6
> CSCCOC(=O)C1=C(C)NC(=O)NC1c1ccc2c(c1)OCO2 (configuration not stated)
→ 2, -7, -23, -5, 2, 1, 8, -6, -6, 8, -14
> CC1CCN(Cc2nnnn2CCCC(=O)N(C)C(C)c2ccccn2)CC1 (configuration not stated)
→ -2, 3, -16, 9, 11, -1, 4, -17, 7, -15, 2
> CCn1nc(C)c(CN2CCC(C(=O)Nc3cccc(-c4cccc(Cl)c4)c3)CC2)c1C
→ -7, 6, 37, -4, 1, 18, 13, -6, -6, 8, 14
> COc1ccc(N(CC(=O)NC2CCCC2)C(=O)c2ccc(N3CCCCC3)nc2)cc1
→ -2, -9, -6, 20, 2, -9, -1, 3, -1, 9, -2
